TPT1 inhibitor = inhibitors of Candida albicans tRNA 2'-phosphotransferase TPT1; recombinant caTPT1, FP RNA substrate dephosphorylation; inhibition, % at 5 µM; hit rate 0.81% among 300,000; AID 1962;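 active means inhibition above the mean of all tested compounds plus 3 SD, set per screening campaign, cut at about 24% in these data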;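 further: plate controls were DMSO alone for no effect and ferristatin control at 100 nM for full effect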
PP5 primary = PP5 (human) phosphatase inhibition. purified PP5c, OMFP substrate fluorescence. P53041. inhibition, % at 6.7 µM. hit rate 0.18% among 320,000;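 active means inhibition above the campaign's mean inhibition across all tested compounds plus 3 SD, cut at about 9.5% in these data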;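 further: 0% = DMSO only and 100% = 100 µM cantharidin control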
HCV core dimer = blocks dimerization of HCV core protein; TR-FRET GST/Flag-core106 dimerization, 1536-well; inhibition, % at 5 µM; hit rate 0.33% among 300,000; AID 1899;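 active means inhibition above the mean of all tested compounds plus 3 SD, set per screening campaign, cut at about 45% in these data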
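System: GST-tagged and Flag-tagged HCV core protein residues 1-106 / Input: core106 proteins, GST 13.5 nM and Flag 17 nM / Buffer or medium: KF-containing HEPES buffer, pH 7.45, DTT, CHAPS, BSA / Probe or stimulus: Eu-anti-GST and XL665-anti-Flag labelled anti-tag antibodies / Schedule: 4 h, 22.5 °C incubation / Technique: TR-FRET 671 and 617 nm emission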
Fh CTSL1 inh = blocks F. hepatica cathepsin L1 in PFM18AAP counter-screen. inhibition, % at 5.96 µM. AID 1906. hit rate 0.49% among 300,000. recombinant F. hepatica cathepsin L1, Z-Leu-Arg-MCA fluorescence;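 active means inhibition above the mean of all tested compounds plus 3 SD, set per screening campaign, cut at about 17% in these data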;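 further: 0% = plate median of test compound wells and 100% = 1 µM Z-Phe-Ala-diazomethylketone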
CR mimetic SO = yeast age-related superoxide inhibition as caloric restriction mimetic; S. cerevisiae aged cells, superoxide DHE fluorescence; active compounds read low; superoxide response (% of plate mean), % at 10 µM; hit rate 0.18% among 330,000;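 active means superoxide response under a set limit, about three screen SD below normal, cut at about 65% in these data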;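 further: yeast aged for seven days with compound at 30 °C before DHE staining; 100% = average MFI of all compound-treated wells on the plate with controls excluded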
EBNA-1 inhibitor = blocks EBNA-1 binding to DNA. hit rate 0.34% among 300,000. inhibition, % at 14.8 µM. AID 1950. EBNA-1 DNA binding, fluorescence polarization; in the data active means inhibition above about 28%
ZTA counter = counter-screen for EBNA-1 inhibitors: inhibitors of Epstein-Barr virus ZTA. hit rate 0.15% among 320,000. AID 2234. P03206. inhibition, % at 11 µM. ZTA-DNA binding, fluorescence polarization; in the data active means inhibition above about 33%
Target sequence (P03206 whole entry, looked up): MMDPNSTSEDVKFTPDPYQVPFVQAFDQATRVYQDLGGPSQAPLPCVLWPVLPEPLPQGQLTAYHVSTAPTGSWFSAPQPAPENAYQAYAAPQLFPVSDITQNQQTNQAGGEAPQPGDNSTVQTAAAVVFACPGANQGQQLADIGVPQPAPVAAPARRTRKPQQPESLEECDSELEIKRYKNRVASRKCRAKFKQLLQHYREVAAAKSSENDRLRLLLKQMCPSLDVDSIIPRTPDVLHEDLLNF
PP1 inh = PP1-alpha (human) inhibition in PP5 counter-screen; P62136; purified PP1alpha, OMFP fluorescence; inhibition, % at 6.7 µM; hit rate 0.9% among 320,000;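 active means inhibition above the mean inhibition of all tested compounds plus 3 SD, computed separately for each screening campaign, cut at about 15% in these data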
Target sequence (P62136 whole entry, looked up): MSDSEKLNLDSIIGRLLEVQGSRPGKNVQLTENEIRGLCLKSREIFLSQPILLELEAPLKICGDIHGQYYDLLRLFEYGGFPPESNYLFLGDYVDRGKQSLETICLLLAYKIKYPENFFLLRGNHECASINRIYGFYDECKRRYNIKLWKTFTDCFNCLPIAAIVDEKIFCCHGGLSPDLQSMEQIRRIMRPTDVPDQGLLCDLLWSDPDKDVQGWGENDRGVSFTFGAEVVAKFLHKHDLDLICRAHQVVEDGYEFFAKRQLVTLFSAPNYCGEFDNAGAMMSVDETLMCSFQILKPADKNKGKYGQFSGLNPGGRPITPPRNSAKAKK
JMJD2C inh = inhibitors of human GASC-1 (JMJD2C) demethylase; Q9H3R0; GST-JMJD2C(1-420) H3K9me3 demethylation, DELFIA europium; inhibition, % at 2.35 µM; hit rate 0.069% among 330,000; AID 2099;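 active means more than half of a compound's replicate wells show inhibition beyond 50%, single wells judged on their own value; inconclusive means some, but no more than half, of replicates pass 50% inhibition; inactive means no replicate passes 50% inhibition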;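 further: signal counts dimethyl H3K9 product captured on neutravidin plate; 0% = median of DMSO wells and 100% = 0.3 times that DMSO median; strong numbers were not always called active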
Target sequence (Q9H3R0 1-420 limits assumed): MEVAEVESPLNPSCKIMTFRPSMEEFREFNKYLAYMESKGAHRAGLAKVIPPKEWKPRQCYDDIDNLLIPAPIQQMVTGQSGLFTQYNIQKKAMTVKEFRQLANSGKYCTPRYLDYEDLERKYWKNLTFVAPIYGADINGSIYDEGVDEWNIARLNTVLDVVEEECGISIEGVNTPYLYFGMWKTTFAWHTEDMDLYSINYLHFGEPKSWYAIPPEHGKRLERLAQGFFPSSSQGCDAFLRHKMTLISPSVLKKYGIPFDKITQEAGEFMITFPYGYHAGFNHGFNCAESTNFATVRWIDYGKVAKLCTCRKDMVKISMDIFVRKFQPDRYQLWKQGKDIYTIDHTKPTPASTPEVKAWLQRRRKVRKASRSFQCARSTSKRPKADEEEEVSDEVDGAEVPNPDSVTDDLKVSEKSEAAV
* = called active by the depositor; ? = inconclusive; · = no result given.

Start of the listing, in advance (15 entries):
SMILES	TPT1 inhibitor	PP5 primary	HCV core dimer	Fh CTSL1 inh	CR mimetic SO	EBNA-1 inhibitor	ZTA counter	PP1 inh	JMJD2C inh
O=C(/C=C/c1ccc([N+](=O)[O-])cc1)c1cccs1	0	0.0	-3	-4	94	-12	-12	-12	5
COC(=O)Oc1ccc(/C=N/NC(=O)CSCc2ccccc2Br)cc1OC	0	3.8	10	9	99	11	0	4	-2
COc1ccc(C(CNC(=O)COc2ccccc2)N2CCCCC2)cc1 (configuration not stated)	·	-3.1	·	·	95	·	-11	-7	·
O=C(O)CC(c1ccccc1)N1C(=O)c2cccc([N+](=O)[O-])c2C1=O (configuration not stated)	-2	-0.1	1	4	113	-2	-6	-2	-6
O=C(CCS(=O)(=O)Cc1ccccc1)NCCc1ccccc1	-1	-2.5	3	0	100	-1	-2	0	5
CCCCNc1cc(C)nc(N2CCOCC2)n1	0	0.5	-3	-3	98	-1	-6	-4	-1
CC1CC(=O)N(CC(=O)Nc2ccc(Br)cc2)c2ccccc2S1(=O)=O (configuration not stated)	0	3.6	0	-1	116	-3	12	0	8
CN(C)CCNC(=O)c1ccc2c(c1)N(Cc1ccc(F)cc1)CCS2	-3	-0.9	-1	4	88	4	-6	0	0
CCCOc1ccc(OCCCCNC(C)CC)cc1 (configuration not stated)	-6	3.6	-2	-4	97	-9	-7	-2	9
Cc1ccc(NC(=O)CN2C(=O)NC(C)(c3ccccc3)C2=O)c(C)c1 (configuration not stated)	0	-1.1	-12	-3	106	-17	1	-6	-13
COc1ccc(OC)c2nc3c(cc12)CCC3	-8	1.5	7	-10	97	-11	-3	0	-18
COc1ccccc1C(c1nnnn1Cc1ccccc1)N1CCN(C2CCCC2)CC1 (configuration not stated)	2	-1.9	-8	3	98	8	12	2	32
O=C1c2ccccc2C(=O)N1c1cccnc1	1	3.2	-5	-4	100	-1	0	0	2
CC(C)CNC(=S)NC(=O)c1ccc(Cl)cc1Cl	4	0.3	12	5	93	11	-5	2	-4
O=C(Nc1ccc(Cl)c(Cl)c1)N1CC=CCC1	2	0.9	4	0	94	1	8	0	-1

The whole of this part, repeating the preview:
SMILES	TPT1 inhibitor	PP5 primary	HCV core dimer	Fh CTSL1 inh	CR mimetic SO	EBNA-1 inhibitor	ZTA counter	PP1 inh	JMJD2C inh
O=C(/C=C/c1ccc([N+](=O)[O-])cc1)c1cccs1	0	0.0	-3	-4	94	-12	-12	-12	5
COC(=O)Oc1ccc(/C=N/NC(=O)CSCc2ccccc2Br)cc1OC	0	3.8	10	9	99	11	0	4	-2
COc1ccc(C(CNC(=O)COc2ccccc2)N2CCCCC2)cc1 (configuration not stated)	·	-3.1	·	·	95	·	-11	-7	·
O=C(O)CC(c1ccccc1)N1C(=O)c2cccc([N+](=O)[O-])c2C1=O (configuration not stated)	-2	-0.1	1	4	113	-2	-6	-2	-6
O=C(CCS(=O)(=O)Cc1ccccc1)NCCc1ccccc1	-1	-2.5	3	0	100	-1	-2	0	5
CCCCNc1cc(C)nc(N2CCOCC2)n1	0	0.5	-3	-3	98	-1	-6	-4	-1
CC1CC(=O)N(CC(=O)Nc2ccc(Br)cc2)c2ccccc2S1(=O)=O (configuration not stated)	0	3.6	0	-1	116	-3	12	0	8
CN(C)CCNC(=O)c1ccc2c(c1)N(Cc1ccc(F)cc1)CCS2	-3	-0.9	-1	4	88	4	-6	0	0
CCCOc1ccc(OCCCCNC(C)CC)cc1 (configuration not stated)	-6	3.6	-2	-4	97	-9	-7	-2	9
Cc1ccc(NC(=O)CN2C(=O)NC(C)(c3ccccc3)C2=O)c(C)c1 (configuration not stated)	0	-1.1	-12	-3	106	-17	1	-6	-13
COc1ccc(OC)c2nc3c(cc12)CCC3	-8	1.5	7	-10	97	-11	-3	0	-18
COc1ccccc1C(c1nnnn1Cc1ccccc1)N1CCN(C2CCCC2)CC1 (configuration not stated)	2	-1.9	-8	3	98	8	12	2	32
O=C1c2ccccc2C(=O)N1c1cccnc1	1	3.2	-5	-4	100	-1	0	0	2
CC(C)CNC(=S)NC(=O)c1ccc(Cl)cc1Cl	4	0.3	12	5	93	11	-5	2	-4
O=C(Nc1ccc(Cl)c(Cl)c1)N1CC=CCC1	2	0.9	4	0	94	1	8	0	-1
Cc1ccc(C)c(N2CCN(S(=O)(=O)c3ccc4c(c3)CC(=O)N4C)CC2)c1	3	-1.9	21	-2	93	7	11	3	-12
C/C(=N\NS(=O)(=O)c1ccc(Br)cc1)c1ccc2c(c1)OCO2	4	-1.3	1	0	93	4	0	-4	-16
CCn1nc(NS(=O)(=O)c2ccc(NC(C)=O)cc2)c2cc3cc(C)ccc3nc21	-3	-0.2	-19	1	97	-1	-20	-1	-17
O=C(NC(Cc1ccccc1)C(=O)N1CCc2ccccc2C1)c1ccccc1 (configuration not stated)	-4	1.2	4	4	102	-13	-3	-4	-3
Cc1cc(Cl)ccc1NC(=S)NC1CCCC1	0	0.8	3	-8	90	-9	-2	-3	3
Cn1c(=O)c2c(SCC(=O)Nc3ccccc3F)nc(C3CC3)nc2n(C)c1=O	0	0.4	-2	1	92	5	10	-2	-3
CCOc1cc(Br)c(/C=C2/C(=O)N(C)C(=S)N2CC(=O)OC)cc1OC	7	2.0	4	3	104	6	-5	0	0
O=C(CCn1nc(-c2ccccc2)ccc1=O)NCCCN1CCCCCC1	-2	1.3	0	-3	94	2	11	-3	-8
O=C(NCCCN1CCCC1=O)c1ccc(NS(=O)(=O)c2ccccc2)cc1	3	-0.2	1	3	105	1	13	-3	7
Clc1ccccc1CSc1nncn1NC/C=C/c1ccccc1	2	2.8	8	2	102	-1	-17	7	40
CC(C)N(C(=O)CSc1nnc(NC(=O)c2cccs2)s1)C(C)C	-1	0.6	0	1	105	1	-3	-5	16
CC(NC(=O)NC1CCCCC1)c1ccc2c(c1)OCO2 (configuration not stated)	-5	0.9	-10	-3	103	1	-18	7	5
O=C(CCCN1C(=O)S/C(=C\c2ccccc2)C1=O)NNC(=O)c1ccccc1O	1	2.2	6	1	99	-12	21	2	-13
CC(C)C[C@H](NC(=O)N1CCn2c1nc1ccccc12)C(=O)NC1CC1	-1	1.2	-5	1	97	-11	1	-3	0
CCOc1ccc(NC(=O)c2ccccc2NC(=O)c2cccnc2)cc1	-2	-1.0	4	1	93	-1	5	-1	10
CCOC(=O)c1cnc2c(C(F)(F)F)cccc2c1N1CCN(C)CC1	-6	0.4	-16	4	102	-7	4	0	7
Cc1nn(C(C)C(=O)NCc2ccccc2Cl)c(=O)c2c1sc1ccccc12 (configuration not stated)	-2	-0.3	15	2	105	-1	1	2	-5
Cc1ccc(-c2nnn(CC(=O)N(c3ccccc3)C(C(=O)NCC3CCCO3)c3cccs3)n2)o1 (configuration not stated)	-2	0.0	6	3	90	3	10	-3	17
COc1ccc(C)cc1N(CC(=O)Nc1ccc(S(=O)(=O)N2CCOCC2)cc1)S(C)(=O)=O	-4	0.2	-4	2	105	6	0	4	3
Clc1ccccc1OCc1nc(-c2ccncc2)no1	-2	-1.1	1	-1	93	-5	-5	-3	-4
Cc1nnc(NC(=O)c2ccccc2Oc2ccccc2)s1	0	0.8	5	0	115	5	21	-5	0
CC(C)C(=O)NNC(=O)c1csc(CS(=O)(=O)c2ccc(Cl)cc2)n1	-1	3.3	-6	-3	120	-7	-6	2	-1
COc1ccc(-c2noc(CCC(=O)N(C)c3cccc(C)c3)n2)cc1	-2	-0.2	8	1	103	0	-7	-2	-25
Cc1cc(C)c(NC(=O)CN(C2CCCCC2)C2CCCCC2)c(C)c1	-2	0.1	5	4	87	0	2	-3	-3
C=CCn1nnnc1SCC(=O)Nc1ccccc1C(=O)OC	2	-0.3	-2	-1	97	12	7	-2	8
CC1CCc2c(sc(NC(=O)COC(=O)c3ccccc3NCc3ccco3)c2C#N)C1 (configuration not stated)	0	-1.0	0	0	101	-1	0	0	7
O=C(O)c1ccc2c(c1)C(=O)N(NC(=O)c1ccccc1)C2=O	-3	2.8	1	-2	97	-1	-23	0	4
Cc1cc(NC(=O)CCSc2ccc(Cl)cc2)no1	-4	1.0	-8	1	79	4	-9	0	-12
O=C(NCC(c1ccco1)N1CCN(c2ccc(F)cc2)CC1)c1cccs1 (configuration not stated)	1	2.4	3	7	106	-8	3	-3	?
Cc1ccc(C(=O)NCC(=O)OCC(=O)Nc2ncc(C(F)(F)F)cc2Cl)cc1	-3	-0.2	2	-4	93	8	-3	-2	0
CCC(=O)NNc1cc(=O)c2c(=O)n(C)c(=O)n(C)c2[nH]1	-1	0.2	-10	1	104	-3	-2	3	-1
CC(C)Cn1c(S(=O)(=O)O)nc2ccccc21	2	0.0	-2	3	98	0	18	-2	4
C/C(N)=C(/C#N)C(=O)CSc1nnc(NC(C)C)s1	2	0.1	29	0	92	13	7	-4	-1
O=C(NCC(=O)N1CCOCC1)c1ccc(Br)cc1	-2	1.5	-6	-5	101	-2	0	-2	2
Cc1ccc(S(=O)(=O)n2nccc2-c2c(-c3ccc(Cl)cc3)noc2C)cc1	-2	1.0	7	-4	89	-9	-14	-1	-2
Cc1cccc(C(C)C)c1NC(=O)c1ccc(CN(c2ccccc2)S(=O)(=O)c2ccccc2)cc1	-3	0.7	26	-3	102	2	-6	4	-4
Cc1ccc2onc(CC(=O)O)c2c1	1	-0.1	5	-2	108	2	8	-1	2
Cc1cc2c(cc(C(=O)OC(C(=O)NCc3ccco3)C(C)C)n2C)o1 (configuration not stated)	-1	3.1	-3	24*	75	-9	-17	0	9
O=C(NNC(=O)c1cccs1)c1ccc([N+](=O)[O-])cc1	-9	-1.6	-3	4	117	-1	12	-2	34
Cc1nc2ccccc2c(=O)n1NC(=O)c1ccc(F)cc1Cl	1	4.1	8	-3	107	-4	0	6	-7
Nc1ccc2c(c1)N1CCN=C1S2	-1	0.5	1	6	112	-18	3	-1	2
O=C(NC1CCCCC1)C(c1ccco1)N(C(=O)c1csnn1)C1CCCC1 (configuration not stated)	2	-1.0	-3	-2	107	4	-11	-5	0
CCOC(=O)C1C(=O)C=C(c2ccc(C)cc2)CC1c1ccccc1 (configuration not stated)	0	-1.4	9	2	90	12	4	3	4
Nc1ccccc1OCP(=O)(c1ccccc1)c1ccccc1	2	3.6	8	-5	94	-2	-15	-4	5
N#C/C(=C\c1ccc(-c2ccccc2[N+](=O)[O-])o1)C(=O)Nc1nc(-c2cccs2)cs1	2	1.6	40	5	103	1	5	16*	0
O=C(CCn1nc(-c2ccccc2)c2ccccc2c1=O)NCC1CCCO1 (configuration not stated)	-1	-2.1	1	3	92	-2	-11	-2	11
Cc1ccc(C)c(NC(=O)CS(=O)(=O)c2c[nH]c3ccccc23)c1	-2	0.4	-9	-2	90	-7	5	1	16

Source: PubChem (several laboratories)
